V1aR counter: activates human V1a receptor in oxytocin agonist counter-screen. hit rate 0.25% among 320,000. activation, % at 3 µM. CHO-V1R cells, Fluo-8 calcium fluorescence, agonist mode; 0% DMSO, 100% 3 nM vasopressin;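 active = activation above the mean activation of all tested compounds plus 3 SD, per screening run, cut at about 20% in these data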;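 also: signal is peak over basal fluorescence ratio across a 100 second FLIPR read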
GPR7 antag: antagonists of human GPR7 (neuropeptides B/W receptor 1); P48145; GPR7-expressing cells, fluorescence antagonist assay; inhibition, % at 4.4 µM; hit rate 1.1% among 290,000; AID 1861; in the data active = inhibition above about 16%, passing the limit was not always enough;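 also: cells stimulated with the agonist NPW; 0% = agonist with vehicle and 100% = vehicle without agonist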
Target sequence (P48145 whole entry, looked up): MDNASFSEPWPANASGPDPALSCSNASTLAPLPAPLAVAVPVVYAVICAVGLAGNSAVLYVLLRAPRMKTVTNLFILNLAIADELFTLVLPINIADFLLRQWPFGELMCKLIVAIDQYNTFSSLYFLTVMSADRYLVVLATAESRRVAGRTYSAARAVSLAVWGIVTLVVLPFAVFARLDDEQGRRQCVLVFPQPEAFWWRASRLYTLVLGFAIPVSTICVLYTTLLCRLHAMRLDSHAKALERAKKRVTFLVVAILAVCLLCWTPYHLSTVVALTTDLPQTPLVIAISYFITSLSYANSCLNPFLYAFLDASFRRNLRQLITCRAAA
PfM18AAP inh: PfM18AAP enzyme inhibition; recombinant PfM18AAP, H-Glu-NHMec fluorogenic cleavage; inhibition, % at 7.35 µM; hit rate 1.2% among 290,000; AID 1822;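 active = inhibition above the campaign mean inhibition over all tested compounds plus 3 SD, cut at about 28% in these data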;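 also: 0% = plate median of test compound wells and 100% = 2 mM ZnCl2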
NALP1 inh: blocks the NALP1 inflammasome reconstituted in yeast; inhibition, % at 10 µM; hit rate 0.61% among 280,000; S. cerevisiae NALP1/ASC/caspase-1 growth, X-gal OD620, 72 h; AID 2071; in the data active = inhibition mostly above about 24%, no sharp cut-off; inactive = mostly below about 32%; also: some compounds called inactive have numbers as strong as hits
GalR3 antag: blocks the human galanin receptor 3; AID 651719; inhibition, % at 3 µM; hit rate 0.44% among 360,000; HEK293 GalR3-CNG cAMP membrane potential fluorescence; galR3 body fused to GalR1 C-terminus; O60755;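 active = inhibition above the screen-wide average plus 3 SD, cut at about 13% in these data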;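 also: forskolin and galanin both at EC90 stimulate the cells; cAMP rise reported by CNG channel membrane potential dye signal; 0% = forskolin plus galanin with DMSO and 100% = forskolin alone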
Target sequence (O60755 1-299 limits assumed): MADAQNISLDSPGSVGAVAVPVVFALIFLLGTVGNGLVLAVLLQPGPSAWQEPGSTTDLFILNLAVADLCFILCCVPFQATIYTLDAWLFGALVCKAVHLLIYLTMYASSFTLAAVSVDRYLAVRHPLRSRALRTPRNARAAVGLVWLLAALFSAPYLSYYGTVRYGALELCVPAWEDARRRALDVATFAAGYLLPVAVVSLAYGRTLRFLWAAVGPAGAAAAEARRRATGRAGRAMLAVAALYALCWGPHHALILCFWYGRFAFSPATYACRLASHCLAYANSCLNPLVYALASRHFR
OXTR potentiate: potentiates the human oxytocin receptor response; hit rate 0.061% among 320,000; CHO-OTR cells, Fluo-8 calcium fluorescence, potentiator mode; 0% = oxytocin EC15, 100% = EC100; activation, % at 3 µM; P30559; AID 2445;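 active = activation above that plate's cutoff, the mean activation of tested compounds plus 3 SD, cut at about 6.6% in these data, passing the limit was not always enough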;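 also: 100% uses oxytocin at 75 nM as the full agonist control; some results filed as inactive read as strong as hits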
Target sequence (P30559 whole entry, looked up): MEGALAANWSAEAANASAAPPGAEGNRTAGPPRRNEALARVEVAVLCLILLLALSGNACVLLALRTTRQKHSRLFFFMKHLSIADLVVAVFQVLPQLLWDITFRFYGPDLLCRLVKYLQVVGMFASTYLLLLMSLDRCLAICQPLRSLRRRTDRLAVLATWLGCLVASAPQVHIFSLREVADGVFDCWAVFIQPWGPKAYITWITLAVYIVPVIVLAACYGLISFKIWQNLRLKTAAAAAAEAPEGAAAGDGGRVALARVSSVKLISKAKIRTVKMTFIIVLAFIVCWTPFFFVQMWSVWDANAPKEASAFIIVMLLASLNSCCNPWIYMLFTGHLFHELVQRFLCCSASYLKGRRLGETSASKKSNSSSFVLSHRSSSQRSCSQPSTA
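Assay system: CHO cell line stably expressing human OTR | Also added: Oxytocin at about EC15, sub-maximal agonist stimulus | Times: Compound 6 min at room temperature before oxytocin, 100 s read | Measured by: Fluo-8 intracellular calcium fluorescence, ex 470-495, em 515-575 nm | Controls: EC15 oxytocin alone as 0%, 75 nM oxytocin as 100%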
MEKK2 mut-MEK5: signal of MEK5 binding to mutant human MEKK2 PB1 domain. hit rate 0.35% among 290,000. bead flow cytometry, Alexa488-MEK5 binding to MEKK2 mutant. percent response, % at 10 µM; in the data active = percent response above about 24%, passing the limit was not always enough; also: inactives centre near 1; some results filed as inactive read as strong as hits
OXTR ag: activates the human oxytocin receptor; hit rate 0.32% among 320,000; CHO-OTR cells, Fluo-8 calcium fluorescence; normalized: DMSO 0%, oxytocin 100%; activation, % at 3 µM; P30559;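 active = activation above the mean of all tested compounds plus 3 SD, cutoff set per screening run, cut at about 20% in these data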;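 also: peak over basal fluorescence ratio from a 100 s FLIPR kinetic read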
MEKK2wt PB1 HTS: raises or lowers MEK5 binding to wildtype human MEKK2 PB1 domain; Q9Y2U5; bead flow cytometry, Alexa488-MEK5 binding to MEKK2 WT; actives lie on both sides; binding response (% of control), % at 10 µM; hit rate 1.1% among 290,000; in the data active = binding response below about 67% or above about 130%
Active calls of the source: *; / = no result given.

SMILES | V1aR counter | GPR7 antag | PfM18AAP inh | NALP1 inh | GalR3 antag | OXTR potentiate | MEKK2 mut-MEK5 | OXTR ag | MEKK2wt PB1 HTS
N#Cc1c(N)nc(SCc2ccccn2)c(C#N)c1-c1cccs1 | 6.8 | 9 | -1 | 2 | 75* | -12 | 8 | 9.0 | 105
CSc1ccccc1NC(=O)COc1ccccc1C | -1.6 | -7 | -4 | 25 | -5 | -5 | 1 | -1.5 | 98
Cc1nc2cc(N3CCCCC3)c(NC(=O)c3ccncc3)cc2c(=O)n1Cc1ccc(Cl)cc1 | 1.2 | -5 | 4 | 6 | / | 3 | / | 0.0 | /
O=C(Nc1nnc(SCc2ccccc2Cl)s1)C1COc2ccccc2O1 (configuration not stated) | 2.8 | -5 | -3 | -3 | -5 | -19 | 0 | 2.4 | 95
N#C/C(=C\c1ccc(Cl)cc1)C(=O)Nc1cccnc1 | 0.2 | -6 | -1 | -4 | 2 | -9 | 0 | -2.0 | 103
CCN(Cc1nc2ccccc2c(=O)[nH]1)C(=O)C1CC(=O)N(c2cccc3ccccc23)C1 (configuration not stated) | -0.3 | / | / | / | -4 | -8 | / | -1.2 | /
CC(OC(=O)/C=C/c1ccccc1)C(=O)Nc1ccc(C(N)=O)cc1 (configuration not stated) | 1.1 | / | / | / | -3 | 1 | / | 2.5 | /
CCCCNS(=O)(=O)c1ccc2nc(-c3cccnc3)cc(C(=O)NC3CC3)c2c1 | 0.9 | -3 | 0 | 31 | 3 | -3 | -7 | 0.2 | 86
Cc1ccc(-n2cccc2/C=N/n2cnnc2)cc1Cl | 1.7 | -8 | 39* | 11 | -4 | -2 | 0 | 1.0 | 87
C=CCOc1ccc(Br)cc1CNCCCN1CCOCC1 | -1.1 | 4 | -12 | 20 | -3 | -6 | -2 | -1.0 | 105
N#CC1(NC(=O)CSc2nnc(-c3ccccc3F)n2N)CCCCC1 | 1.2 | / | / | / | -4 | -5 | / | 0.6 | /
CSc1ccccc1NC(=O)Cn1ccsc1=N | 0.1 | -10 | -6 | -15 | -4 | -16 | -1 | 1.1 | 105
S=C(NCc1ccccc1)N1CCCCC1 | 0.3 | -1 | 6 | -14 | -3 | -1 | -1 | -0.2 | 102
COC(=O)C(C)(C(=O)OC)c1ccc([N+](=O)[O-])cn1 | -0.1 | -7 | 4 | -7 | -4 | -4 | 9 | -0.5 | 105
O=C(NCc1ccc(Cl)cc1)c1ccc(Cl)cc1[N+](=O)[O-] | -0.3 | -7 | -6 | -23 | -3 | -12 | 3 | -1.4 | 103
CC1CC(C)CN(C(=O)CSCC(=O)O)C1 (configuration not stated) | 0.3 | -19 | 2 | / | 13* | 1 | -18 | 0.9 | 85
CCN(CC)CCCNC(=S)Nc1ccc(Br)cc1 | 0.5 | -2 | 0 | -3 | -3 | -4 | -10 | 1.9 | 92
O=C(OCN1C(=O)c2ccccc2C1=O)c1cccc(S(=O)(=O)N2CCOCC2)c1 | 0.4 | -9 | -2 | 0 | -2 | -6 | 7 | -0.2 | 111
COc1cc(S(=O)(=O)NCC2CCCO2)c(OC)cc1Cl (configuration not stated) | 0.3 | -13 | 4 | / | 11 | -3 | 3 | -0.1 | 104
O=C(CCOc1ccccc1)Nc1ccc(Br)cc1 | 0.2 | -14 | -1 | 16 | -9 | 7 | 7 | -0.3 | 109
O=C(NCc1ccco1)C(c1ccccc1F)N(CC1CCCO1)C(=O)Cn1nnc2ccccc21 (configuration not stated) | 0.4 | 14 | 4 | 11 | 0 | -9 | 7 | -2.0 | 104
COc1cccc(-c2nc(NCc3ccco3)c3ccccc3n2)c1O | -1.1 | -16 | -14 | 2 | -8 | -14 | 1 | -1.8 | 96
COc1ccc([C@H]2CC(=O)C=C(c3ccc(C)c([N+](=O)[O-])c3)C2)cc1 | 0.1 | / | / | / | -2 | -7 | / | -1.5 | /
Cc1n[nH]c(=O)c2c1nnn2Cc1ccc(F)cc1 | 0.2 | 6 | -10 | 20 | -8 | -8 | 13 | 0.1 | 106
NC(=S)N/N=C\c1c2ccccc2cc2ccccc12 | -0.6 | -9 | 10 | 30 | -2 | 3 | 7 | -1.3 | 93
COc1cccc(C2(O)C(=O)Nc3ccccc32)c1 (configuration not stated) | 0.3 | -4 | 0 | 13 | -8 | 4 | 3 | 2.0 | 103
O=C(CSc1nnc(-c2cccs2)n1C1CC1)NCC1CCCO1 (configuration not stated) | -0.3 | / | / | / | -4 | -1 | / | 1.3 | /
Cc1ccc(-n2c3c(cc(C(=O)NCCCN4CCOCC4)c2=O)C(=O)CC(C)(C)C3)cc1 | 0.0 | / | / | / | -2 | -5 | 6 | -0.5 | 104
Cc1cc(C)cc(-n2c(SCC(=O)Nc3cccc(S(=O)(=O)NC4=NCCCCC4)c3)nc3ccccc3c2=O)c1 | 1.7 | 4 | -4 | 27 | 0 | -2 | 5 | -0.3 | 108
COc1ccc(NC(=O)N(C)C[C@H]2Oc3c(NC(=O)Nc4ccc(C(F)(F)F)cc4)cccc3C(=O)N([C@H](C)CO)C[C@@H]2C)cc1 | 0.9 | / | / | / | -6 | -2 | / | 3.6 | /
COc1ccc(Br)cc1/C=N/NC(=O)c1cc(Br)ccc1O | 0.0 | -5 | 2 | 0 | / | -4 | -6 | -0.3 | 91
Oc1ccccc1CNc1cccc2cccnc12 | 0.7 | -13 | 22 | -1 | -5 | 2 | -2 | -0.7 | 97
N#Cc1ccc(C(=O)OCC(=O)Nc2cccnc2Cl)cc1 | 0.5 | / | / | / | -6 | -5 | / | -0.5 | /
CC(C)(C)c1ccc(-c2nnc(SCC(=O)NC3CC3)o2)cc1 | 14 | / | / | / | -9 | -10 | / | 6.2 | /
Cc1cccc(NC(=O)/C=C/c2ccc(Cl)cc2)n1 | 1.2 | -4 | 0 | 21 | -6 | -6 | 2 | -2.1 | 106
COC(=O)c1cccc(NC(=O)C23CC4CC(C2)CC(n2cncn2)(C4)C3)c1 | -0.1 | -13 | -7 | -5 | -5 | -9 | 2 | -0.4 | 93
COc1ccc(C(=O)N2CCCc3ccccc32)cc1Br | 2.0 | -10 | 6 | 7 | 0 | -11 | 2 | -1.9 | 103
Cc1ccc(N(CC(=O)NC2CC3CCC2C3)S(C)(=O)=O)cc1C (configuration not stated) | -1.0 | -5 | -8 | 15 | -1 | -15 | -3 | -1.4 | 100
CCCN(C(=O)CSc1nc(C2CC2)n(-c2ccccc2)n1)C1CCS(=O)(=O)C1 (configuration not stated) | 0.0 | / | / | / | 0 | -4 | / | 0.0 | /
CC(C)C(=O)Nc1cccc(NC(=O)CCN2C(=O)c3ccccc3S2(=O)=O)c1 | 2.0 | -4 | 4 | 8 | 3 | -12 | 6 | 1.7 | 107

Printed as active in PfM18AAP inh, among the entries above:
structure | GPR7 antag | PfM18AAP inh | NALP1 inh | GalR3 antag | OXTR potentiate | MEKK2 mut-MEK5 | MEKK2wt PB1 HTS
Cc1ccc(-n2cccc2/C=N/n2cnnc2)cc1Cl | -8 | 39* | 11 | -4 | -2 | 0 | 87

3 compounds from above, showing only NALP1 inh, MEKK2wt PB1 HTS and OXTR potentiate:
structure	NALP1 inh	MEKK2wt PB1 HTS	OXTR potentiate
COC(=O)c1cccc(NC(=O)C23CC4CC(C2)CC(n2cncn2)(C4)C3)c1	-5	93	-9
COc1ccc(C(=O)N2CCCc3ccccc32)cc1Br	7	103	-11
Cc1ccc(N(CC(=O)NC2CC3CCC2C3)S(C)(=O)=O)cc1C (configuration not stated)	15	100	-15

(next part)
SMILES | V1aR counter | GPR7 antag | PfM18AAP inh | NALP1 inh | GalR3 antag | OXTR potentiate | MEKK2 mut-MEK5 | OXTR ag | MEKK2wt PB1 HTS
Cc1cc(C(=O)OC(C(=O)Nc2cccc(C(F)(F)F)c2)c2ccccc2)c(C)o1 (configuration not stated) | 1.8 | -11 | 6 | 29 | -5 | -3 | 3 | 2.4 | 107
COc1ccccc1N1CCN(S(=O)(=O)CCNC(=O)c2ccccc2Br)CC1 | 6.4 | -8 | 5 | -7 | -3 | -8 | 4 | 4.3 | 103
CC1S/C(=N/N=C2CCC(C(C)(C)C)CC2)NC1=O (configuration not stated) | 1.4 | -13 | -1 | 10 | 7 | -6 | 3 | 0.2 | 106
CCOc1cccc(C(=O)Nc2ccc(N3CCCC3)cc2)c1 | 0.4 | -7 | 4 | 16 | -9 | -15 | 9 | -1.6 | 144*
CN1CCN(c2ccc(Cl)cc2NC(=O)c2ccc(S(=O)(=O)N3CCCCCC3)cc2)CC1 | 1.2 | 12 | -2 | 31 | -5 | -8 | 11 | 0.6 | 133
O=C(Nc1ncnc2c1ncn2C1OC(COC(=O)c2ccccc2)C(F)C1O)c1ccccc1 (configuration not stated) | 2.8 | -9 | 8 | 32 | 4 | -3 | -1 | 3.4 | 99
Cc1c(NS(=O)(=O)c2ccc3[nH]c(=O)[nH]c3c2)c(=O)n(-c2ccccc2)n1C | 0.7 | -16 | -2 | -4 | -5 | 1 | -1 | 0.9 | 102
O=C(COc1ccc2c(-c3ccccc3)cc(=O)oc2c1)NCc1ccccn1 | 3.4 | 1 | 1 | 15 | -6 | -3 | 0 | 5.6 | 102
O=C(NCC1CCCO1)/C(=C/c1ccccc1F)NC(=O)c1ccccc1 (configuration not stated) | 0.0 | -9 | -2 | 24 | -8 | -4 | 1 | 0.5 | 106
CCCCNC(=O)N1CCN(C(=O)c2ccco2)CC1 | 2.3 | -7 | 2 | 9 | -2 | -9 | -1 | 0.7 | 91
Cc1cccc2sc(N(CCCN3CCOCC3)C(=O)CS(=O)(=O)c3ccc(F)cc3)nc12 | 0.5 | / | / | / | -2 | -7 | / | -0.2 | /
N#CCCn1cc(C(=O)CN2C(=O)NC3(CCCCCC3)C2=O)c2ccccc21 | 0.8 | / | / | / | 4 | -2 | / | 0.2 | /
Cc1cc(C)nc(N/N=C/C2=C(O)CC(c3ccccc3)CC2=O)n1 (configuration not stated) | 1.0 | -3 | 7 | / | -6 | -3 | -2 | -1.4 | 100
CC(Sc1ccc2ccccc2c1)C(=O)NC(N)=O (configuration not stated) | 2.1 | -1 | 3 | 3 | -3 | -3 | 0 | 0.6 | 101
Cn1ncc([N+](=O)[O-])c1C(=O)N/N=C/c1ccc(F)cc1 | 1.1 | -7 | 1 | 24 | 0 | -3 | 1 | 0.4 | 116
CC(=O)c1ccc(NC(=O)CN2CCCC2)cc1 | 0.8 | -9 | 1 | 4 | -12 | -3 | 7 | -0.1 | 103
CCOC(=O)c1[nH]c2ccc(OC)cc2c1NC(=S)N1CCN(c2cccc(Cl)c2)CC1 | 0.2 | -5 | 4 | 26 | -2 | -6 | -1 | -0.1 | 99
CC(C)C(=O)c1cn(CC(=O)NCc2ccco2)c2ccccc12 | 0.3 | -6 | 1 | -54 | -1 | -11 | 6 | -1.9 | 103
COc1cc(/C=N/N2CCN(Cc3ccccc3)CC2)cc(OC)c1OC(C)=O | -0.2 | -12 | 36* | / | -9 | -13 | 3 | -0.4 | 108
CCNC(=O)N(CCOC)CC1CCCN(C2Cc3ccccc3C2)C1 (configuration not stated) | -0.6 | -14 | 6 | 16 | -9 | -6 | 5 | -0.1 | 110
Cc1cc(=O)[nH]c(CN2CCOCC2)n1 | -0.3 | -3 | -1 | 22 | -3 | -3 | -3 | 0.1 | 94
Cc1ccc(-c2cc(C(=O)N/N=C/C=C/c3ccco3)c3ccccc3n2)cc1C | 0.7 | -7 | 6 | -1 | -1 | -1 | / | -0.3 | /
